LYPLA2 inh – counter-screen for PME1 inhibitors: inhibitors of human LYPLA2; recombinant LYPLA2, FP-Rh probe fluorescence polarization; inhibition, % at 5.9 µM; hit rate 0.38% among 320,000;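 active means inhibition above the screen-wide mean plus 3 SD, limit set per campaign, cut at about 26% in these data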;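 further: 0% = LYPLA2 with DMSO and 100% = wells lacking LYPLA2 enzyme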
PAD4 FP inh – PAD4 (human) enzyme inhibition; recombinant PAD4, RCA probe fluorescence polarization; hit rate 0.41% among 330,000; AID 485272; inhibition, % at 6.36 µM;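 active means percent inhibition above a cutoff equal to the mean of all tested compounds plus 3 SD, cut at about 15% in these data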;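 further: 0% = PAD4 with RCA probe and DMSO and 100% = probe without PAD4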
Target sequence (Q9UM07 whole entry, looked up): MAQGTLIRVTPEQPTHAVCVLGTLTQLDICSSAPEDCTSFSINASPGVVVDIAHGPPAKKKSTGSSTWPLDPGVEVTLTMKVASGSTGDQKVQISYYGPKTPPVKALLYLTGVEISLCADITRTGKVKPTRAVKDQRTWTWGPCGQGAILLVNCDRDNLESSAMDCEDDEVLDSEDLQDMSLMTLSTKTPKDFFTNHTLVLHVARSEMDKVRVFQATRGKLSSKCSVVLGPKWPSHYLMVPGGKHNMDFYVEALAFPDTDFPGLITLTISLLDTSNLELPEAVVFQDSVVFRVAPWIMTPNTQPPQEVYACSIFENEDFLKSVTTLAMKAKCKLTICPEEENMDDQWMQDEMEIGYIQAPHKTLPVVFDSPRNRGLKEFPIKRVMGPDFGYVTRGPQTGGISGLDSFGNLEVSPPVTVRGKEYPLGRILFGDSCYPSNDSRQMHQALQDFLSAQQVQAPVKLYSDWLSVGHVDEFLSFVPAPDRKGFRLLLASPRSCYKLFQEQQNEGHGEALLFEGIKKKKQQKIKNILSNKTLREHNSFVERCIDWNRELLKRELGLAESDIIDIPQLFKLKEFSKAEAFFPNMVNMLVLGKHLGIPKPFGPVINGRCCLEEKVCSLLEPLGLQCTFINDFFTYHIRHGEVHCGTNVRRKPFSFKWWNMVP
GSTO1 counter – GSTO1 inhibition, counter-screen for RBBP9 inhibitors; hit rate 1.1% among 300,000; inhibition, % at 5.96 µM; P78417; AID 1974; recombinant GSTO1, activity-based probe fluorescence polarization;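 active means inhibition above the campaign mean inhibition plus 3 SD, cut at about 35% in these data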;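 further: 0% = GSTO1-1 with DMSO and 100% = wells lacking GSTO1-1 enzyme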
PAFAH1B3 inh – PAFAH1B3 (human) inhibition; recombinant PAFAH1B3, FP-rhodamine probe, fluorescence polarization; inhibition, % at 3.39 µM; hit rate 0.28% among 340,000;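 active means inhibition above the screen-wide average of all tested compounds plus 3 SD, cut at about 25% in these data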;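 further: 0% = enzyme with DMSO only and 100% = wells lacking PAFAH1B3 protein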
pPAFAH inh – pPAFAH (human) enzyme inhibition; Q13093; recombinant pPAFAH, FP-rhodamine probe fluorescence polarization; inhibition, % at 3.39 µM; hit rate 1.5% among 330,000; AID 463082;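 active means inhibition above the mean inhibition across the screen plus 3 SD, cut at about 25% in these data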;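 further: inhibitors block binding of the rhodamine activity-based probe so polarization drops; 0% = enzyme with DMSO and 100% = wells lacking pPAFAH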
Target sequence (Q13093 whole entry, looked up): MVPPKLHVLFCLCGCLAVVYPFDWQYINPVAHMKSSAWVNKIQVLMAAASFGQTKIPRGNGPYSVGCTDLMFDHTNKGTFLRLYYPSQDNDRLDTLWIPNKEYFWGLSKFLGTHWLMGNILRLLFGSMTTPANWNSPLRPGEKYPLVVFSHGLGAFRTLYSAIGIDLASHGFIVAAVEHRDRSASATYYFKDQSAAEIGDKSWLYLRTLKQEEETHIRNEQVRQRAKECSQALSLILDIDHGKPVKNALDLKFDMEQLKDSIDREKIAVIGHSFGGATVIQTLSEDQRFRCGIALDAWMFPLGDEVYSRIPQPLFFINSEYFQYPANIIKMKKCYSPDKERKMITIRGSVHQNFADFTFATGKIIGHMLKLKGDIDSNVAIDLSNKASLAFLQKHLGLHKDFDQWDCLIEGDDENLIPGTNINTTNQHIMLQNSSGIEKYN
PAFAH1B2 inh – PAFAH1B2 (human) inhibition. P68402. recombinant PAFAH1B2, FP-rhodamine activity probe, fluorescence polarization. inhibition, % at 3.39 µM. hit rate 1.2% among 340,000. AID 492953;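 active means inhibition above the mean of all tested compounds plus 3 SD, cut at about 24% in these data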;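 further: 0% = enzyme with DMSO and 100% = wells lacking PAFAH1B2; many of its hits are not listed in these tables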
PREPL inh – inhibitors of human prolyl oligopeptidase-like enzyme PREPL. Q4J6C6. recombinant PREPL, fluorescence polarization activity-based probe. inhibition, % at 5.96 µM. hit rate 0.68% among 320,000; in the data active means inhibition above about 43%;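 further: 0% = enzyme with DMSO and 100% = wells lacking enzyme; many of its hits are not listed in these tables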
PAFAH2 FP inh – PAFAH2 (human) inhibition; hit rate 0.99% among 340,000; recombinant PAFAH2, FP-rhodamine activity probe, fluorescence polarization; inhibition, % at 3.39 µM; Q99487;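 active means inhibition above the mean over all tested compounds plus 3 SD, cut at about 30% in these data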;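 further: inhibitors block probe labeling of enzyme so polarization drops; 0% = enzyme with DMSO and 100% = wells lacking PAFAH2 protein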
LYPLA1 inh – LYPLA1 (human) inhibition in PME1 counter-screen; hit rate 0.16% among 320,000; O75608; inhibition, % at 5.9 µM; recombinant LYPLA1, FP-Rh probe fluorescence polarization;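 active means inhibition above the mean of all tested compounds plus 3 SD, set per campaign, cut at about 14% in these data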;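 further: inhibitors block serine hydrolase probe labeling of LYPLA1 so polarization falls; 0% = enzyme with DMSO and 100% = wells lacking LYPLA1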
An asterisk follows results filed as active; . = no result given.

SMILES,LYPLA2 inh,PAD4 FP inh,GSTO1 counter,PAFAH1B3 inh,pPAFAH inh,PAFAH1B2 inh,PREPL inh,PAFAH2 FP inh,LYPLA1 inh
Cc1ccc(-n2c(=O)c3ccc(C(=O)NCc4ccco4)cc3n(Cc3ccccc3C#N)c2=O)cc1,8,-1,-4,3,2,-3,21,-12,2
O=C(CCc1ccccc1)NNC(=S)Nc1ccc(F)cc1,-8,0,2,14,1,8,-3,-6,-1
COC(=O)c1cc(C(=O)c2c(C)cc3ccccn23)cc([N+](=O)[O-])c1,9,1,1,7,4,3,19,5,1
CCn1cc(C(=O)NC(=S)Nc2ccccc2[N+](=O)[O-])cn1,5,-5,0,12,0,7,9,-2,-2
Cc1cc(NC(=O)CSCC(=O)OC(C)C(=O)N(C)Cc2ccccc2)no1 (centres undefined),-3,2,0,6,3,-2,-4,7,-1
Cc1ccc(-c2nn(-c3ccccc3)cc2C(=O)NCC(c2cccs2)N2CCOCC2)cc1 (centres undefined),1,3,-1,4,0,-4,6,1,2
Cc1ccc(/C=N/NC(=O)Cc2cccs2)o1,0,-4,6,8,1,-2,1,3,1
COc1cc(C)c(C(C)C)cc1S(=O)(=O)n1ccnc1,7,0,1,-4,2,4,-5,-5,2
COc1ccccc1Oc1ccc2c(c1)C(=O)N(c1ccc(O)cc1)C2=O,-10,-7,-10,-3,-9,3,5,-17,-11
Cc1ccc(S(=O)(=O)Nc2c(NC3CCCCC3)c3ccccc3oc2=O)c(C)c1,6,-3,-2,8,4,0,-2,17,3

Full records, quoted from the list:
Record of CCn1cc(C(=O)NC(=S)Nc2ccccc2[N+](=O)[O-])cn1 = LYPLA2 inh = 5; PAD4 FP inh = -5; GSTO1 counter = 0; PAFAH1B3 inh = 12; pPAFAH inh = 0; PAFAH1B2 inh = 7; PREPL inh = 9; PAFAH2 FP inh = -2; LYPLA1 inh = -2
Record of Cc1ccc(/C=N/NC(=O)Cc2cccs2)o1 = LYPLA2 inh = 0; PAD4 FP inh = -4; GSTO1 counter = 6; PAFAH1B3 inh = 8; pPAFAH inh = 1; PAFAH1B2 inh = -2; PREPL inh = 1; PAFAH2 FP inh = 3; LYPLA1 inh = 1

More compounds follow.
SMILES,LYPLA2 inh,PAD4 FP inh,GSTO1 counter,PAFAH1B3 inh,pPAFAH inh,PAFAH1B2 inh,PREPL inh,PAFAH2 FP inh,LYPLA1 inh
CCC(=O)/C=C1/Sc2ccc(OC)cc2N1CCO,-3,-2,1,4,0,1,-1,4,0
CCOC(=O)N1CCN(S(=O)(=O)c2ccc3c(c2)CCN3C(=O)C2CCC2)CC1,-1,0,1,0,-1,0,3,3,2
CC(=O)Nc1ccc(NC(=O)C(C)OC(=O)CNS(=O)(=O)c2cccc(Cl)c2)cc1 (centres undefined),6,-4,14,11,4,4,-6,2,-1
COc1cc(OC)cc(-c2cc3nc4c(c(N5CCN(c6ncccn6)CC5)n3n2)CCCC4)c1,5,2,2,0,4,0,18,3,0
CCNc1nc(SCC(=O)Nc2ccccc2)nc(N2CCOCC2)n1,1,-3,2,9,6,8,-7,-4,-3
COc1ccc(OC)c(NC(=O)CSc2nc3cccnc3n2C)c1,2,-3,7,5,2,4,3,-1,-1
Cc1ccc(NC(=S)NCCc2ccccc2)nc1,-1,-7,0,2,2,3,1,0,-2
COC(=O)c1ccc(COc2ccccc2/C=C(\C#N)C(=O)Nc2c(C)cc(C)cc2C)cc1,-54,-4,-6,-46,-9,-27,-15,-51,-30
Cc1ccc(-n2c(SCC(=O)N3CC(=O)Nc4ccccc43)nc3ccccc3c2=O)cc1,4,-1,3,3,-1,-2,3,4,-3
Cc1cc(N2CCC(N(C)C3CCCC3)CC2)nc2cc(O)ccc12,2,-7,-5,6,1,8,0,-1,2
COc1ccc(C(C(=O)NCc2ccccc2)N(Cc2ccc3c(c2)OCO3)C(=O)c2cnccn2)cc1 (centres undefined),-1,0,4,6,15,4,18,6,-1
CSc1ccccc1-n1nnnc1SCC(=O)Nc1ccccc1C,5,9,1,9,-5,2,-5,-4,0
O=C(CN1CCN(c2ccccn2)CC1)Nc1cccc(F)c1,2,6,-3,9,6,1,16,-4,8
CC(NS(=O)(=O)c1ccc(Cl)c(Cl)c1)C(=O)Nc1cccnc1 (centres undefined),.,-5,.,4,0,3,3,12,.
COc1ccc(-c2noc(COc3ccc4c(c3)OCO4)n2)cc1OC,-4,-2,-2,1,7,2,-6,10,0
COc1ccc(-c2cc(C(F)(F)F)nc(SCCC(=O)NCc3ccco3)n2)cc1,-16,-4,-10,.,9,.,-2,.,-3
Cn1c(=O)n(C)c2cc(/C=N/n3cnnc3)ccc21,9,1,-5,8,7,6,6,-2,3
Cc1cc(C)c2c(n1)nn1c(NCCOCCO)cc(C)nc21,-3,1,-5,6,4,1,24,-2,1
CN(C)c1cccc(NC(=O)Cc2ccc(F)cc2)c1,-5,-6,-9,1,2,5,15,5,-3
O=C(Nc1ccc2c(c1)OCCO2)C1CCN(S(=O)(=O)Cc2ccccc2)CC1,3,2,-1,1,1,4,0,2,0
CCOc1ccc(N(CC(=O)Nc2ccc(OC)cc2)S(C)(=O)=O)cc1,7,-7,10,-2,4,0,-19,-1,3
COc1ccc(NC(=O)c2cc3ccc4c5ccccc5[nH]c4c3cc2O)cc1,-9,-1,-4,3,20,2,31,-3,-11
COc1cc(C(N)=O)cc(Cl)c1OC,1,3,-2,6,3,0,4,0,2
CCOc1ccc(N(CC(=O)Nc2cc(OC)cc(OC)c2)S(=O)(=O)c2c(C)[nH]c(=O)[nH]c2=O)cc1,-9,-4,1,3,3,3,5,2,-4
CCOc1ccc(OCCOCCN2CCOCC2)cc1,-2,-3,-10,4,4,0,8,2,-1
Cc1cccc2cc(C3CC(c4cccs4)=NN3C(=O)CCC(=O)O)c(Cl)nc12 (centres undefined),-6,0,-1,4,1,-1,-1,-4,-3
CC(=O)Nc1ccc(S(=O)(=O)NCCC(=O)NNC(=O)c2ccncc2)cc1,-1,0,0,-2,1,6,-4,-5,0
CN1CCC2(CC1)N=C(c1ccc(F)cc1)C(=S)N2C(=O)c1ccccc1,-1,4,4,3,5,-1,3,-2,-4
CCOc1ccccc1-c1nc2c(s1)CCc1onc(-c3ccc(OC)cc3)c1-2,0,4,11,7,0,-2,12,-4,-1
Cc1ccc(-n2c3c(c(=O)[nH]c2=S)C(C(F)(F)F)(C(F)(F)F)NC(=O)N3)cc1,-2,-1,4,0,-2,-1,5,1,1
CC(C)Cn1nc(C(=O)Nc2nnc(C3CC3)s2)c2ccccc2c1=O,-3,0,.,-7,1,-1,-2,-1,0
O=C1C(=O)N(Cc2cccnc2)C(c2cccc(F)c2)/C1=C(/O)c1ccc2c(c1)OCO2 (centres undefined),5,-6,-2,9,9,3,3,10,-1
CCc1ccccc1NS(=O)(=O)c1ccc2c(c1)NC(=O)CC(=O)N2,9,5,10,5,4,1,15,-8,-1
O=C(CCN1C(=O)COc2ccccc21)NCCCN1CCc2ccccc2C1,1,6,1,5,1,-1,-4,2,0
COc1ccc(/C=C/C(=O)NCC(=O)N/N=C(\C)Cc2ccccc2)cc1,3,3,4,-1,5,0,0,0,-1
COc1ccc(C(=O)NCc2cnn(C)c2)cc1OC1CCN(C(C)C)CC1,3,-2,5,11,5,-1,5,3,1
CCCCn1c(N)c(N(CC(C)C)C(=O)c2ccc3c(c2)NC(=O)C(C)S3)c(=O)[nH]c1=O (centres undefined),0,4,5,6,7,1,9,-1,1
Cc1ccccc1OCC(=O)N/N=C/c1cccc2cccnc12,-1,5,-1,0,4,1,3,-1,-3
Brc1cccc2sc(N3CCN(c4ccccc4)CC3)nc12,2,-2,5,-1,-2,4,6,3,-3
CCOc1cc(OCC)cc(C(=O)NCc2ccco2)c1,-2,0,-2,8,6,6,-4,0,2
Cc1ccnc(N2CCCC(C(=O)Nc3nnc(C)s3)C2)n1 (centres undefined),-1,0,2,3,2,6,4,2,-2
COc1cccc(C2/C(=C(\O)c3ccc4c(c3)OCCO4)C(=O)C(=O)N2CCCN2CCOCC2)c1OC (centres undefined),-1,-1,4,3,3,0,7,-2,1
COc1ccc(Cl)c(NC(=O)Nc2c(C)n(-c3ccccc3)c(=O)n2C)c1,0,-1,9,1,4,3,-12,-2,-3
CCOc1ccc(N(CC(=O)N/N=C/c2ccc(OC(C)C)cc2)S(C)(=O)=O)cc1,3,0,3,2,-4,6,-2,0,-1
COc1cc2c(OC)cccc2cc1C(=O)O,4,0,0,-8,2,0,-5,0,-1
C/C(=N\NC(=O)c1ccn(C)n1)c1cccc(NC(=O)c2ccncc2)c1,0,-3,1,1,6,0,-5,5,-3
COc1ccc(Cc2nc3ccc(C(=O)N4CCCC4)cc3o2)cc1,-1,4,-5,0,-4,4,11,3,1
CC(=O)Nc1ccc(-c2ccc3nnc(C)n3n2)cc1,1,2,6,0,1,5,10,-1,-4
CCOC(=O)C1CCN(S(=O)(=O)CCNC(=O)c2ccc(F)cc2)CC1,4,-1,8,0,7,8,0,2,1
Cn1c(=O)n(C)c2cc(C(N)=O)ccc21,3,2,-1,6,2,2,2,5,2

Following part:
SMILES,LYPLA2 inh,PAD4 FP inh,GSTO1 counter,PAFAH1B3 inh,pPAFAH inh,PAFAH1B2 inh,PREPL inh,PAFAH2 FP inh,LYPLA1 inh
Cc1noc(C)c1S(=O)(=O)N1CCC(C(=O)c2ccccc2)CC1,3,-4,0,6,1,6,-7,0,0
COc1ccc(CNS(=O)(=O)NCc2ccccc2F)cc1,1,-4,1,1,6,5,-9,0,5
CC1CCCN(C2(O)C(=O)Nc3ccc(Cl)cc32)C1 (centres undefined),0,-1,-3,9,4,2,0,4,-1
COCC(=O)/C=C1\Sc2ccccc2N1C,0,-6,2,11,3,5,-4,-1,-1
Cc1c(C(=O)Nc2cc(F)ccc2F)sc2nc3n(c(=O)c12)CCCCC3,5,-1,-3,6,-3,3,13,1,-3
CC(C)c1ccc(NC(=O)C(=O)c2cn(CC(=O)N3CCCCC3)c3ccccc23)cc1,-17,-2,-2,-3,2,-3,-2,-17,-10
CCC(=O)Nc1ccc(NC(=O)c2ccco2)c(OC)c1,3,4,0,0,3,-1,11,-1,1
CCOCCCNC(=O)CCn1nc(-c2ccc(Cl)cc2)ccc1=O,6,-3,5,-2,12,3,6,-3,3
CN(C)S(=O)(=O)c1ccc(C(=O)NCC(=O)N/N=C/c2cccs2)cc1,-3,3,-2,4,-2,-6,4,2,1
O=C(CSc1n[nH]c(-c2ccncc2)n1)Nc1ccc(Br)cc1,-1,-2,-1,5,1,4,-1,0,-5
O=C(Nc1nc(-c2cc3ccccc3oc2=O)cs1)c1ccc(Br)o1,-14,2,-32,-43,-5,-22,17,-34,-14
CCN(CC)c1ccc(-c2n[nH]c(=S)n2-c2ccccc2C)cc1,7,1,10,9,10,8,3,20,2
Cc1ccc2sc(NC(=O)CN3C(=O)CCC3=O)nc2c1C,-2,-4,10,-5,2,-1,0,0,-2
CC1CC(C)CN(C(=O)CN2C(=O)NC3(CCCCCC3)C2=O)C1 (centres undefined),.,-4,.,3,6,13,8,-3,.
O=C(/C=C/c1c(F)cccc1Cl)NCCCN1CCOCC1,0,1,-5,0,4,3,2,-6,-3
COc1ccc(C(=O)N2CCCC(Nc3ccc(F)c(F)c3)C2)c(OC)n1 (centres undefined),4,0,4,4,3,-5,8,0,4
CN(C(=O)C1CCOC1)c1nnc(-c2cnccn2)s1 (centres undefined),1,0,1,1,1,4,4,-5,-1
CC(C)[C@H](NC(=O)N1CCn2c1nc1ccccc12)C(=O)NCC1CCCO1 (some centres undefined),-1,1,-8,2,2,0,16,11,0

The list is partial; count on the stated rates, not on these rows.
